Rab7 wt modul = modulators of GTP binding to Rab7, primary screen, biochemical, wildtype, multiplex bead flow cytometry | GST-Rab7 beads, fluorescent GTP binding; actives lie on both sides; untreated = 100%, excess cold GTP = 0% | GTP binding activity (percent of control), % at 10 µM | 0.055% of 190,000 active | AID 758, 2007;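 active = fluorescent GTP binding to Rab7 beads changed by at least 20 points from the 100% baseline, either direction, mostly lower; inconclusive = compound itself probably fluorescent, or too few beads counted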;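 note: median green fluorescence of bound Bodipy-FL-GTP per Rab7 bead population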
Mcl1 Bid PPI = Mcl-1/Bid binding inhibitors, primary screen, biochemical, TR-FRET, 1536-well. TR-FRET Mcl-1/Bid-Dy647 peptide binding. inhibition, % at 21.7 µM. 0.97% of 220,000 active. AID 1021, 2008;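 active = compounds that cut the binding signal by more than half at the single screening dose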;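 note: His-tagged Mcl-1 with europium anti-His antibody binding Bid BH3 peptide; 0% = Mcl-1 plus peptide wells and 100% = peptide-only wells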
Target sequence (Q07820 whole entry, looked up): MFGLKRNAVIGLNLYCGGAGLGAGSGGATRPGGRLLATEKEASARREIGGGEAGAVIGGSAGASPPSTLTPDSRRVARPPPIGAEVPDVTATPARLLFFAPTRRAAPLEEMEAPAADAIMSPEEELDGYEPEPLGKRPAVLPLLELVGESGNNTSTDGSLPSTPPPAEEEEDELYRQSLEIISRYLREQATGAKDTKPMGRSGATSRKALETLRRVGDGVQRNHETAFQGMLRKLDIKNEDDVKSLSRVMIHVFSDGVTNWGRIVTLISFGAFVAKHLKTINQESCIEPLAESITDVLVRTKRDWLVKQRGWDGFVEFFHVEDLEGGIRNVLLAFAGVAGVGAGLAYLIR
RGS8-Gao reg = RGS8-Galphao binding modulators, primary screen, biochemical, multiplexed bead flow cytometry; actives lie on both sides; Guanine nucleotide-binding protein G(o) subunit alpha (Homo sapiens), P09471; response (percent of control binding), % at 10 µM; 0.34% of 220,000 active; in the data active = response below about 60% or above about 140%; inactive = in between;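 note: Galphao activated as the GDP aluminium fluoride complex binding bead-coupled RGS8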
Pf gamet viab = late stage P. falciparum gametocyte viability inhibitors, primary screen, ATP luminescence, HTS; P. falciparum stage V gametocytes, 24 h; inhibition, % at 10.9 µM; 0.065% of 150,000 active; AID 743093, 2013;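 active = inhibition above the mean plus 3 SD of compounds within the control limits, set per campaign, cut at about 38% in these data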;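 note: 0% = DMSO wells and 100% = medium only without gametocytes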
Cdc42 wt GTP = modulators of GTP binding to wildtype Cdc42, primary screen, biochemical, multiplex bead flow cytometry, Bodipy-GTP | Cell division control protein 42 homolog (Homo sapiens), P60953 | GST-Cdc42 beads; actives lie on both sides | percent activity (GTP binding), % at 10 µM | 0.2% of 190,000 active | AID 761, 2007;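 active = percent activity GTP binding at least 20 points away from the 100% baseline, either down as inhibitor or up as activator; inconclusive = compound flagged as likely green fluorescent from well-wide comparison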;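 note: median bead fluorescence of bound Bodipy-FL-GTP at 100 nM; 0% = excess unlabeled GTP control and 100% = no compound control; below 100% means less GTP binding so inhibitor and above means activator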
Target sequence (P60953 whole entry, looked up): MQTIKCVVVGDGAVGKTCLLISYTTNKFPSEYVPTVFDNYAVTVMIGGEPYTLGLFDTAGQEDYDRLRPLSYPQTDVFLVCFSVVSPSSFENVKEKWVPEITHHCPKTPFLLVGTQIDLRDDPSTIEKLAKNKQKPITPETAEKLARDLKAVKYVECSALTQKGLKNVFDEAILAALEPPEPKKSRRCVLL
HRas wt GTP bind = modulators of GTP binding to HRas wildtype, primary screen, biochemical, bead-based flow cytometry, multiplex; 0.14% of 190,000 active; GTP binding activity, % at 10 µM; GTPase HRas (Homo sapiens), P01112; GST-Ras wt beads, Bodipy-FL-GTP binding; actives lie on both sides;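 active = GTP binding activity at least 20% away from the 100% baseline, either lowered as inhibitor or raised as activator; inconclusive = flagged as likely green fluorescent, judged across all proteins in the well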;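 note: 0% = unlabeled GTP competition control and 100% = no-compound control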
Target sequence (P01112 whole entry, looked up): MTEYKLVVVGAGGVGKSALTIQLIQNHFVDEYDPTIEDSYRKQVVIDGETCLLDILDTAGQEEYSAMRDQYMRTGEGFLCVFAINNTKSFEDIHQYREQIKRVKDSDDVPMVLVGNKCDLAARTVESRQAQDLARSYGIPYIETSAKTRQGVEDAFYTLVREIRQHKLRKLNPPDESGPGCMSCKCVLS
Rac1 act GTP bind = GTP binding modulators of activated mutant Rac1, primary screen, biochemical, bead-based flow cytometry, multiplex, fluorescent GTP; GST-Rac1 activated beads; actives lie on both sides; 100% means binding = to untreated wells; percent activity (GTP binding), % at 10 µM; 0.11% of 190,000 active; AID 764, 2007;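 active = GTP binding at least 20 percentage points away from the 100% baseline, in either direction, so actives lie on both sides; inconclusive = Compound likely fluorescent itself, or too few beads counted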
Rac1 wt GTP bind = wildtype Rac1 GTP binding modulators, primary screen, biochemical, GST-Rac1 beads, flow cytometry, multiplex. Ras-related C3 botulinum toxin substrate 1 (Homo sapiens), P63000. fluorescent GTP binding; actives lie on both sides; 0 = cold GTP competed, 100 = untreated. GTP binding activity (% of control), % at 10 µM. 0.27% of 190,000 active. AID 757, 2007;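 active = GTP binding activity at least 20 points away from the 100% control level, either lower or higher; inconclusive = compound flagged as likely green fluorescent, judged across all proteins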
Rab2A wt mod = modulators of GTP binding to Rab2A wildtype, primary screen, biochemical, dog, bead-based flow cytometry, multiplex; Ras-related protein Rab-2A (Canis lupus familiaris), P61105; GST-Rab2 wt beads, Bodipy-GTP binding; GTP binding activity, % at 10 µM; 0.19% of 190,000 active; AID 760, 2007;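 active = GTP binding activity at least 20 points away from 100%, either lowered or raised; inconclusive = signal likely due to the compound's own green fluorescence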;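 note: 0% = beads with excess unlabeled GTP and 100% = no-compound control corrected for plate trend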
Mcl1 Noxa PPI = Mcl-1/Noxa binding inhibitors, primary screen, biochemical, TR-FRET, 1536-well; Induced myeloid leukemia cell differentiation protein Mcl-1 (Homo sapiens), Q07820; TR-FRET Mcl-1/Noxa peptide binding, 2 h; inhibition, % at 21.7 µM; 1.5% of 220,000 active; AID 1022, 2008;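 active = compounds that cut the protein-peptide binding signal by more than 50% relative to plate controls in a single-dose test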;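 note: His-tagged Mcl-1 with rhodamine Noxa BH3 peptide and terbium anti-His antibody; 0% = Mcl-1 plus Noxa peptide wells and 100% = peptide-only wells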
Bim-Mcl-1 = inhibitors of Bim peptide binding to Mcl-1, primary screen, biochemical, bead-based flow cytometry, multiplex; Induced myeloid leukemia cell differentiation protein Mcl-1 (Homo sapiens), Q07820; Bim peptide-Mcl-1 binding; inhibition, % at 10 µM; 0.1% of 190,000 active; in the data active = inhibition above about 40%;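 note: 0% = no compound tracer wells and 100% = peptide blocker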
The depositor's hits bear a star; u = inconclusive; x = no result given.

No.	Compound	Rab7 wt modul	Mcl1 Bid PPI	RGS8-Gao reg	Pf gamet viab	Cdc42 wt GTP	HRas wt GTP bind
1	Brc1cc2c(cc1C1Nc3ccccc3C3C=CCC31)OCO2 (stereo not given)	96	-32	100	14	89	93
2	Cc1cccc2cc(CN(CCCN3CCOCC3)Cc3nnnn3C(C)(C)C)c(=O)[nH]c12	100	-20	99	x	103	102
3	Cc1ccc(S(=O)(=O)N2CCCC2C(=O)N2CCCCCC2)cc1 (stereo not given)	103	-21	106	x	106	103
4	O=C1NC2=C(CCc3ccccc32)C(c2ccccc2)N1 (stereo not given)	96	-9	104	-12	101	95
5	CCCCn1c(N)c(NCC)c(=O)[nH]c1=O	103	-47	99	-18	96	97
6	CSC(=NCCCN1CCOCC1)NS(=O)(=O)c1cccs1	98	-30	116	x	96	96
7	C/C=C/c1c(F)c(F)c(Oc2ccc(C(=O)O)cc2)c(F)c1F	106	-8	102	-3	104	102
8	CN1CCN(c2ccc(NC(=O)COc3ccccc3Cl)cc2)CC1	100	63*	103	-26	99	101
9	O=C(N1CCOCC1)N1CCN(S(=O)(=O)N2CCCCC2)CC1	96	-16	132	22	102	99
10	Cc1oc(-c2ccccc2F)nc1CSCC(=O)NCc1ccc2c(c1)OCO2	98	-16	108	14	104	103
11	CN(C)c1nc(SCC#N)nc(N2CCOCC2)n1	97	-4	103	x	96	97
12	CN(CC(=O)Nc1ccccc1Oc1ccccc1)Cc1ccccc1F	98	50	100	-7	101	96

No.	Rac1 act GTP bind	Rac1 wt GTP bind	Rab2A wt mod	Mcl1 Noxa PPI	Bim-Mcl-1
1	90	88	88	17	-2
2	98	107	103	15	-3
3	100	105	102	-6	-2
4	98	105	95	41	4
5	95	99	100	10	-2
6	96	98	96	8	-2
7	98	102	101	16	0
8	93	100	98	9	0
9	93	99	97	-7	-1
10	101	103	104	17	-3
11	93	94	92	8	-2
12	94	98	96	20	-3

(continued)
No.	Compound	Rab7 wt modul	Mcl1 Bid PPI	RGS8-Gao reg	Pf gamet viab	Cdc42 wt GTP	HRas wt GTP bind
13	O=C(O)CCn1c(=O)c2ccccc2c2ccccc2c1=O	103	-20	99	x	106	104
14	COc1cc(Cl)c(C)cc1NC(=O)COC(=O)C(NS(=O)(=O)c1ccc(Cl)cc1)C(C)O (stereo not given)	97	4	110	x	95	98
15	COc1ccc(CCNC(=O)CN(c2ccccc2)S(C)(=O)=O)cc1OC	104	4	103	x	107	104
16	COc1ccc(NC(=O)c2ccc(COCC(F)(F)C(F)F)cc2)cc1OC	101	17	100	22	101	100
17	CCS(=O)(=O)Nc1ccc(Cc2ccc(NS(=O)(=O)CC)cc2)cc1	96	-26	99	x	99	99
18	C1CC2CN(c3nc4nonc4nc3N3CCSCC3)CCN2C1 (stereo not given)	96	-47	106	0	97	95
19	COc1cc2c(cc1OC)C(SC)=NC(C)(C)C2	95	-19	102	x	101	101
20	COc1cccc(CSc2ccc(S(=O)(=O)N3CCOCC3)cc2C(=O)NCC2CCCO2)c1OC (stereo not given)	104	-39	103	-1	98	99
21	O=C(N/N=C1\C(=O)c2cccc3cccc1c23)c1ccc(O)cc1	97	-24	106	-41	84	86
22	CCCCCC(=O)N/N=C/c1ccc([N+](=O)[O-])o1	96	-25	99	x	102	103
23	Cc1ccc(C2CC(c3cccs3)=NN2S(=O)(=O)c2ccc(C)cc2)cc1 (stereo not given)	103	-1	101	-24	103	103
24	O=C(CSc1ccc(-c2ccccn2)nn1)c1ccccc1	99	-25	96	-11	88	91

No.	Rac1 act GTP bind	Rac1 wt GTP bind	Rab2A wt mod	Mcl1 Noxa PPI	Bim-Mcl-1
13	100	110	104	13	1
14	98	103	96	11	-6
15	102	105	103	-6	-3
16	98	105	98	6	-3
17	98	98	97	4	0
18	97	96	96	-8	0
19	99	106	99	5	2
20	100	100	102	7	-3
21	88	86	86	54*	1
22	97	103	95	10	0
23	98	104	101	-8	-8
24	92	88	94	7	-3

Additional results:
No.	Compound	Rab7 wt modul	Mcl1 Bid PPI	RGS8-Gao reg	Pf gamet viab	Cdc42 wt GTP	HRas wt GTP bind
25	Cc1nc2c(cnn2-c2ccccc2Cl)c(=O)n1-c1ccc(N2CCC(C)CC2)cc1	101	-17	100	-18	101	101
26	Cc1cc(Nc2ccc(F)cc2)nc(N)n1	100	-42	99	23	106	107
27	CC[C@@H](C)C(NC(=O)OC(C)(C)C)c1cn([C@@H](CCC(=O)OC(C)(C)C)C(=O)N2CCN(C(=O)OC(C)(C)C)CC2)nn1 (stereo not given in full)	100	-3	101	-36	94	96
28	CC(C)CC1NC(=O)N(CC(=O)N2CCN(S(=O)(=O)c3ccc(Cl)cc3)CC2)C1=O (stereo not given)	97	-22	101	-2	98	97
29	CCOC(=O)n1c(=O)oc2ccc(Cl)cc21	94	-9	102	x	98	96
30	CC(=O)Nc1ccc(NC(=O)CSCc2cnn(-c3ccccc3)c2-n2cccc2)cc1	98	8	103	22	101	100
31	Nc1nnnn1/N=C/c1ccccc1OCc1ccc(Cl)cc1	96	-2	101	-1	100	100
32	COc1ccc(N(CC(=O)N/N=C/c2cc(Br)c(C)o2)S(=O)(=O)c2ccc(NC(C)=O)cc2)cc1	u	-39	103	-16	u	u
33	CCOC(=O)C1CCCN(S(=O)(=O)c2ccc(S(=O)(=O)N(CC)CC)cc2)C1 (stereo not given)	102	-10	105	x	96	99
34	Cc1ccc(C(=O)O/N=C\c2ccc(N3CCOCC3)c([N+](=O)[O-])c2)cc1	97	-4	98	x	102	101
35	Cc1cccc2nc(CSc3nc4cc([N+](=O)[O-])ccc4s3)cn12	101	5	100	-22	99	99
36	CCS(=O)(=O)Nc1ccc(-c2nc3cccnc3s2)cc1	96	17	137	x	90	91
37	O=C(CNc1ccccc1-c1ccccc1)NCc1ccccc1	98	-55	99	8	94	96
38	COC(=O)N/N=C/c1cn(CCCOc2ccccc2)c2ccccc12	97	-20	102	x	96	102
39	Cc1ccc(-n2ncc(C(=O)Nc3ccc(Cl)cc3)c2C2CCNCC2)cc1C	105	-4	106	17	98	98

No.	Rac1 act GTP bind	Rac1 wt GTP bind	Rab2A wt mod	Mcl1 Noxa PPI	Bim-Mcl-1
25	96	105	102	11	-2
26	102	104	107	1	-1
27	94	94	96	-4	0
28	95	96	97	-3	-4
29	94	96	94	3	1
30	96	99	100	25	0
31	97	101	98	4	-2
32	u	u	u	1	1
33	96	101	95	12	0
34	99	101	98	4	-2
35	95	100	99	35	-2
36	91	89	89	32	1
37	99	99	93	7	-25
38	100	104	97	8	-8
39	95	101	99	16	-4

Seven structures already listed, arranged by formula weight, lowest first:
No.	Compound	Rab7 wt modul	Mcl1 Bid PPI	RGS8-Gao reg	Pf gamet viab	Cdc42 wt GTP	HRas wt GTP bind
26	Cc1cc(Nc2ccc(F)cc2)nc(N)n1	100	-42	99	23	106	107
29	CCOC(=O)n1c(=O)oc2ccc(Cl)cc21	94	-9	102	x	98	96
34	Cc1ccc(C(=O)O/N=C\c2ccc(N3CCOCC3)c([N+](=O)[O-])c2)cc1	97	-4	98	x	102	101
33	CCOC(=O)C1CCCN(S(=O)(=O)c2ccc(S(=O)(=O)N(CC)CC)cc2)C1 (stereo not given)	102	-10	105	x	96	99
25	Cc1nc2c(cnn2-c2ccccc2Cl)c(=O)n1-c1ccc(N2CCC(C)CC2)cc1	101	-17	100	-18	101	101
32	COc1ccc(N(CC(=O)N/N=C/c2cc(Br)c(C)o2)S(=O)(=O)c2ccc(NC(C)=O)cc2)cc1	u	-39	103	-16	u	u
27	CC[C@@H](C)C(NC(=O)OC(C)(C)C)c1cn([C@@H](CCC(=O)OC(C)(C)C)C(=O)N2CCN(C(=O)OC(C)(C)C)CC2)nn1 (stereo not given in full)	100	-3	101	-36	94	96

No.	Rac1 act GTP bind	Rac1 wt GTP bind	Rab2A wt mod	Mcl1 Noxa PPI	Bim-Mcl-1
26	102	104	107	1	-1
29	94	96	94	3	1
34	99	101	98	4	-2
33	96	101	95	12	0
25	96	105	102	11	-2
32	u	u	u	1	1
27	94	94	96	-4	0

Hits appear at their usual frequency. Share with any hit: about 2.9%.
